# Screening results deposited in PubChem BioAssay by National Center for Advancing Translational Sciences (NCATS).
# Pf growth 96h: P. falciparum growth inhibition at 96 hours. AID 504834. actives 6.9% (n = 320,000). Potency, µM (titrated, usually from 28.7 µM), for the others: at the highest dose activity change, negative = inhibition, usual class: inhibitors. P. falciparum luciferase reporter growth, 96 h; note: potency is the fitted concentration of half-maximal effect; % is set by controls: 0 for no effect and ±100 for the full control effect
#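 Erythrocytes infected with luciferase-expressing P. falciparum were dispensed at 2% hematocrit and 0.05% parasitemia (final), then incubated with compounds 96 hours at 37 C in 5% CO2. Luminescence after detection reagent addition reported growth.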
# Pf growth 48h: P. falciparum growth inhibition at 48 hours (one generation) | P. falciparum luciferase growth in erythrocytes, 48 h | Potency, µM (titrated, usually from 28.7 µM), without a hit: at the highest dose activity change, negative = inhibition, hits mostly inhibitors | actives 5.9% (n = 310,000) | AID 504832; note: potency is the fitted concentration of half-maximal effect; % is set by controls: 0 for no effect and ±100 for the full control effect
#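 Firefly luciferase activity from engineered P. falciparum reports growth; inhibitors lower the luminescent signal. Cultures contained 2% hematocrit erythrocytes at 0.1% final parasitemia.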
# Shiga inhibitor: Shiga toxin inhibition; Vero cells, Shiga toxin protein synthesis inhibition reporter; inhibition, % at 38.7 µM; actives 9.2% (n = 290,000); in the data active = inhibition mostly above about 28%, no sharp cut-off; inactive = mostly below about 43%; note: 0% is about no effect
# LmPK inhibitor: LmPK (Leishmania mexicana) enzyme inhibition; Q27686; purified LmPK, Kinase-Glo ATP luminescence, 1 h; Potency, µM (titrated, usually from 57.5 µM), without a hit: top-dose activity change, negative = inhibition, actives largely listed as inhibitors; actives 0.37% (n = 290,000); AID 1721; note: potency is the fitted concentration of half-maximal effect; % is set by controls: 0 for no effect and ±100 for the full control effect
# Target sequence (Q27686 whole entry, looked up): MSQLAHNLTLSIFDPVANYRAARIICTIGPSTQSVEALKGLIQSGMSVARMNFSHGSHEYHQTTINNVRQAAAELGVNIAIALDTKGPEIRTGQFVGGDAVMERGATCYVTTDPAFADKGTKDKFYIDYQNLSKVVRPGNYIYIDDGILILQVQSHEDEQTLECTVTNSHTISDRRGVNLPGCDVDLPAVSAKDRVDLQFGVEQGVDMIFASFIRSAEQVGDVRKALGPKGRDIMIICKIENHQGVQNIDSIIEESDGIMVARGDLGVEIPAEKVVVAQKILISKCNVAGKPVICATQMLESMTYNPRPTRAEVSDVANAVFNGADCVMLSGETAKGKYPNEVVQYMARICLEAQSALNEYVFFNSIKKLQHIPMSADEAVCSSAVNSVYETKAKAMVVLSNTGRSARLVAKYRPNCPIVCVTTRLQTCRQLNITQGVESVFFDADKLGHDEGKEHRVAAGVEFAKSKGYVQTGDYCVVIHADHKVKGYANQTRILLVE
#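 qHTS format; LmPK 0.1 nM; substrates PEP 0.5 mM and ADP 0.1 mM. One-hour room-temperature incubation, then coupled luciferase luminescence; 0.5 nM enzyme wells mark activation.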
# Tb PYK inh: inhibitors of Trypanosoma brucei pyruvate kinase; Potency, µM (top dose mostly 76.8 µM), for inactives: at the top dose activity, negative = inhibition, most hits filed as inhibitors; TbPYK enzyme, Kinase-Glo Plus ATP luminescence, 45 min; actives 0.12% (n = 410,000); AID 624173; Q57TT1; note: potency is the fitted concentration of half-maximal effect; % is set by controls: 0 for no effect and ±100 for the full control effect; nearly all actives have a fitted effect of over 50% in size
#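 Luminescent Kinase-Glo Plus end-point after 45 min room-temperature reaction of T. brucei pyruvate kinase started with 130 uM ADP (final). Buffer TEA 50 mM pH 7.2 with KCl, MgCl2, BSA, Tween-20; titration-based qHTS with fitted concentration-effect curves.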
# Cycloheximide cs: counter-screen hit for Shiga toxin inhibitors, cycloheximide. cell reporter, cycloheximide protein synthesis inhibition counterscreen. max response, %. actives 12% (n = 300,000); in the data active = max response mostly above about 13%, no sharp cut-off; inactive = mostly below about 14%; note: read at 38.3 µM for the half of the compounds with a filed dose; 0% is about no effect
# AMA1-RON2 inh: inhibitors of Plasmodium falciparum AMA1-RON2 interaction | AlphaScreen AMA1-biotinylated RON2 peptide binding | Potency, µM (doses to about 58.2 µM), for the others: at the highest dose activity change, negative = inhibition, hits mostly inhibitors | actives 0.2% (n = 360,000);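 note: potency is the fitted concentration of half-maximal effect; 0% = vehicle wells and -100% = peptide control; nearly all actives have a fitted effect of over 45% in size; some results filed as inactive show a strong effect at the top dose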
#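 AMA1 (3D7) with his tag at 25 nM final met compounds first, then biotinylated RON2 peptide at 25 nM; detection used donor plus acceptor beads, 10 µg/mL apiece, read by AlphaScreen after 30 min at room temperature.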
# * = called active by the depositor; ? = inconclusive; · = no result given; [ ] = remark or other dose. Unless noted, calls come from the whole dose curve; as a rule, active = well fitted curve in the direction sought with a large enough effect; inconclusive = small, poorly fitted or top-dose-only effect, or another doubt; inactive = no such curve, though single readings can be large; an effect the other way counts as inactive or inconclusive.
SMILES,Pf growth 96h,Pf growth 48h,Shiga inhibitor,LmPK inhibitor,Tb PYK inh,Cycloheximide cs,AMA1-RON2 inh
CCOc1ccc2oc(=O)cc(CN3CCN(Cc4ccccc4)CC3)c2c1,?,?,-6.3,8.1%,8.3%,1.8,-5.0%
CC(C)N1CCc2c(sc(NC(=S)NC(=O)c3ccccc3)c2C#N)C1,0.465µM*,10.4µM*,39.4*,1.8%,-0.2%,44.6*,-10.1%
COc1ccccc1OCc1ccc(C(=O)NC2CCCCC2)o1,-22.4%,10.1%,-2.3,0.8%,-0.6%,-2.2,1.0%
CCCOc1ccc(S(=O)(=O)N2CCN(C)CC2)c2ccccc12,?,1.3%,-1.4,-6.0%,-12.9%,-8.6,?
CCNC(=S)NC1CC2CCCC(C1)N2CCc1ccccc1 (configuration not stated),8.28µM*,?,-22.4,-8.7%,0.2%,-0.5,2.0%
Nc1ncc(N=Nc2cc(C(=O)O)ccc2Cl)s1,?,51.2%[activator],16.5,0.0%,-23.3%,6.4,53.3%[activator]
COc1cccc(NC(=O)C2CCN(S(C)(=O)=O)CC2)c1,·,-22.2%,6.4,0.6%,-4.4%,3.3,-4.9%
CCCCCn1c(SCC(=O)OCC)nc2cc(C(=O)N3CCC(C(N)=O)CC3)ccc2c1=O,-14.1%,-10.3%,-25.0,2.0%,1.5%,2.8,1.7%
Nc1cc(Oc2ccc(Cl)cc2Cl)nc(N)n1,?,7.8%,-3.5,-2.0%,-0.5%,-2.9,5.9%
O=c1c2ccccc2c(-c2n[nH]c(=S)o2)nn1Cc1ccccc1,143.7%[activator],37.1%[activator],13.3,-3.4%,-12.7%,11.5,49.3%[activator]
Cc1cccc(C)c1NC(=O)CC(C)c1ccccc1 (configuration not stated),-1.3%,-19.9%,·,1.1%,0.0%,0.5,-0.7%
Cc1ccc(S(=O)(=O)NC(=O)c2cc(C)n(-c3cc(S(=O)(=O)N4CCOCC4)ccc3N3CCCC3)c2C)cc1,4.65µM*,·,-20.8,-5.1%,-5.0%,-2.3,-2.5%
O=C(CCc1ccccc1)Nc1ccc(NC(=O)c2ccco2)nc1,·,·,28.1,9.5%,-0.8%,22.3*,2.6%
O=C(NCCC1=CCCCC1)NC1CCCCC1,14.6%,259.5%[activator],72.4*,-3.8%,-6.2%,44.5*,-2.8%
COc1ccccc1CCNC(=O)C(=O)NCCC1CCCCN1S(=O)(=O)c1ccccc1 (configuration not stated),82.2%,49.8%[activator],·,·,5.1%,·,-0.8%

# In the list so far, 2 contain two or more sulfur atoms.
SMILES,Pf growth 96h,Pf growth 48h,Shiga inhibitor,LmPK inhibitor,Tb PYK inh,Cycloheximide cs,AMA1-RON2 inh
CC(C)N1CCc2c(sc(NC(=S)NC(=O)c3ccccc3)c2C#N)C1,0.465µM*,10.4µM*,39.4*,1.8%,-0.2%,44.6*,-10.1%
Cc1ccc(S(=O)(=O)NC(=O)c2cc(C)n(-c3cc(S(=O)(=O)N4CCOCC4)ccc3N3CCCC3)c2C)cc1,4.65µM*,·,-20.8,-5.1%,-5.0%,-2.3,-2.5%

# Following part:
SMILES,Pf growth 96h,Pf growth 48h,Shiga inhibitor,LmPK inhibitor,Tb PYK inh,Cycloheximide cs,AMA1-RON2 inh
CCCCN1C(=O)NC(=O)C2(Cc3ccccc3N3CCOCC32)C1=O (configuration not stated),-2.0%,-4.0%,-12.7,-2.9%,-0.8%,-1.8,-4.8%
Cc1cc(C)cc(C(=O)NCC(=O)OCC(=O)N2CCN(S(=O)(=O)c3ccc4ccccc4c3)CC2)c1,-17.1%,9.7%,-8.5,2.7%,-5.9%,-0.3,-0.6%[11.6 µM]
COc1ccc(NC(=O)CN(C)C(=O)CSC(c2ccccc2)c2ccccc2)cc1,?,?,·,·,5.1%,·,0.0%
O=[N+]([O-])c1cccc2ccc(N3CCOCC3)nc12,?,45.4%[activator],·,-3.5%,-1.3%,11.4,-6.4%
CCN(CC)S(=O)(=O)c1ccc2c(c1)nc(SC(C)C(N)=O)n2-c1ccc(OC)cc1 (configuration not stated),?,·,-10.2,2.9%,-21.8%,0.8,-1.0%
Cc1cc(C(=O)CS(=O)(=O)c2ccccc2)cc(C)c1OC(=O)N(C)C,?,?,61.8*,-21.0%,-8.5%,25.0*,-11.0%
N#Cc1c(N2CCOCC2)nc(N)c2c(N)nc3c(c12)CC(CCl)O3 (configuration not stated),?,?,-1.1,-2.7%,-6.8%,-2.3,15.0%
O=C(CSc1nc2ccccc2n1CCc1ccccc1)c1ccc(O)c(O)c1,?,0.2%,16.3,17.0%,?,12.3*,-16.8%
Cn1c(CNS(=O)(=O)c2cccc(Cl)c2)cc(=O)n(C)c1=O,?,27.6%,5.4,-5.9%,-1.7%,-4.3,-3.7%
Cc1ccc2nc3c(cc2c1)CN(Cc1ccco1)C(=NCC1CCCO1)S3 (configuration not stated),?,?,-4.7,0.6%,-2.4%,-1.1,-8.8%
CCC(C)(C)C1CCC(=NNc2nc3ccccc3[nH]2)CC1 (configuration not stated),10.4µM*,10.4µM*,80.6*,-1.7%,-2.6%,36.5*,85.0%[activator]
COc1ccc(CNCCNC(=O)c2nonc2N)cc1OC,0.5%,9.7%,-3.0,-0.2%,-1.1%,-4.3,23.7%
C=CCNC(=O)/C(C#N)=C/c1c(N2CCCCCC2)nc2ccccn2c1=O,0.0%,?,23.7,-5.8%,1.7%,2.8,4.4%
Nc1ccc(C2(c3ccc(N)cc3)OC(=O)c3ccccc32)cc1,?,0.0%,-12.7,-5.1%,-3.0%,-2.5,-4.1%
CC(=O)c1ccc(NC(=O)CN2CCCCCC2)cc1,32.1%[activator],21.7%,37.1,-2.3%,0.1%,18.1,-0.6%
CC(=O)Nc1cccc(C(=O)N/N=C/c2ccc(F)cc2)c1,?,161.8%[activator],83.0*,-16.1%,-0.5%,33.9*,14.2%
O=C(/C=C/c1ccccc1)Nn1cnc2ccccc2c1=O,?,35.4%[activator],29.1,-0.8%,-3.3%,21.5*,-2.5%
Cc1csc2nc(COC(=O)CNC(=O)c3ccc(Cl)cc3)cc(=O)n12,19.1%,2.2%,·,·,1.7%,·,8.5%
O=C(Nc1ccc(N2CCN(c3ncccc3C(F)(F)F)CC2)nc1)c1cccs1,2.33µM*,0.37µM*,40.9,4.6%,4.2%,9.3,-18.6%
Cc1nc(C(=O)NCc2ccccc2)sc1C1(C)CC(c2cccc([N+](=O)[O-])c2)=NO1 (configuration not stated),?,?,-5.6,6.7%,0.3%,0.9,-8.8%
O=C(Cc1ccccc1)NCCS(=O)c1ccc(Cl)cc1 (configuration not stated),41.7%[activator],12.2%,-23.1,-2.3%,-11.9%,-5.2,10.4%
CCOC(=O)c1c(NC(=O)C(C)N2CCN(S(=O)(=O)c3cccs3)CC2)sc2c1CCC(C)C2 (configuration not stated),?,15.8%,-5.4,-1.6%,-0.8%,-0.6,-4.7%[11.6 µM]
CN1CCC(NC(=S)Nc2cccc([N+](=O)[O-])c2)CC1,?,-7.3%[5.75 µM],-7.0,2.3%,-3.3%,-1.4,-3.3%
COc1ccc(NC(=O)C2CCCN(S(=O)(=O)c3c(C)n[nH]c3C)C2)cc1 (configuration not stated),119.5%[activator],-16.3%,-5.2,-2.1%,3.3%,-1.3,-3.7%
O=C(Nc1cccnc1)c1cc(Cl)ccc1Cl,3.7%,0.0%,-11.4,1.3%,5.6%,1.8,9.6%
CN(C(=O)CN1C(=O)c2cc(Cl)c(Cl)cc2C1=O)C1CCS(=O)(=O)C1 (configuration not stated),33.0%[activator],4.2%,·,·,-22.0%,·,-3.8%
O=C(O)c1ccc2nc3c(nc2c1)-c1ccccc1C3=O,?,25.7%,2.3,?,31.6µM*,7.1,3.7%
Nc1c(C(=O)c2ccccc2O)cnn1-c1ccc(S(=O)(=O)N2CCOCC2)cc1[N+](=O)[O-],-17.6%,0.3%,22.3,1.8%,·,5.1,·
O=C(NC1CCCCC1)c1ccc(-c2ccccc2[N+](=O)[O-])o1,-26.3%,156.4%[activator],105.1*,-9.3%,8.6%,43.9*,-3.6%
COc1cc2c(cc1OC)CN(CC(=O)Nc1ccc3c(c1)OCO3)CC2,-9.0%,-9.4%,-11.8,-2.3%,-7.9%,0.6,-5.9%
CN(c1ccc(C(=O)NCc2ccc3c(c2)OCO3)cc1)S(=O)(=O)c1ccccc1,-41.7%,14.0%,-5.7,1.7%,-0.2%,8.9,2.7%
Cc1ccc(CNC(=O)CN2C(=O)NC(C)(c3ccc(Cl)cc3)C2=O)cc1 (configuration not stated),8.3%,5.1%,-2.1,0.0%,-19.3%,-1.2,4.4%
Cc1cccc(NC(=O)c2ccccc2Br)n1,11.7µM*,·,28.0,2.3%,-14.3%,13.3,44.2%[activator]
O=C(CCCOc1ccc(Cl)cc1Cl)N/N=C/c1cccc([N+](=O)[O-])c1,21.7%,15.1%,6.0,6.0%,-1.7%,0.9,15.8%
Cc1ccc2c(C(=O)CN3CCOCC3)c(C)[nH]c2c1,21.8%,-4.1%,-4.7,1.3%,-5.8%,7.2,-5.8%
OCCN(Cc1ccccc1)CC1CC2C=CC1C2 (configuration not stated),·,0.1%,-4.6,-1.6%,0.8%,0.5,0.0%
O=S(=O)(Cc1ccccc1Cl)Nc1ccccn1,·,-9.2%,2.8,-6.5%,3.8%,9.0,-4.7%
COc1ccc(CNC(=O)COC(=O)CCS(=O)(=O)c2ccc(C)cc2)cc1OC,3.7%,58.6%[activator],·,·,2.6%,·,37.6%[activator]
CCOc1c(Br)cc(C(=O)OCC(=O)N2CCc3ccccc3C2)cc1OC,?,?,·,·,-3.8%,·,-2.3%
CCOC(=O)C1=C(c2ccccc2)NC(=S)NC1c1cccc([N+](=O)[O-])c1 (configuration not stated),?,-12.1%,3.2,2.6%,4.4%,0.6,-3.7%
CC(=O)Nc1ccc(NC(=O)C2CC(=O)N(Cc3ccccc3)C2)cc1 (configuration not stated),?,17.8%,-6.8,3.6%,1.2%,-1.0,3.1%
CCN(CC(=O)NCc1ccc(Cl)cc1)C(=O)/C=C/c1ccc(Cl)c([N+](=O)[O-])c1,?,15.5%,-20.7,-1.9%,-8.3%,-4.2,-3.6%
Nc1ccc(N2CCN(c3ccccc3)CC2)c(F)c1,0.0%,18.1%,57.4*,-1.1%,0.2%,14.4*,-28.3%
Cc1cc(Br)ccc1NC(=O)CCN1C(=O)c2ccncc2C1=O,?,5.4%,-0.4,1.3%,-1.0%,-3.4,-9.8%

# Compounds above that have fluorine (3):
SMILES,Pf growth 96h,Pf growth 48h,Shiga inhibitor,LmPK inhibitor,Tb PYK inh,Cycloheximide cs,AMA1-RON2 inh
CC(=O)Nc1cccc(C(=O)N/N=C/c2ccc(F)cc2)c1,?,161.8%[activator],83.0*,-16.1%,-0.5%,33.9*,14.2%
O=C(Nc1ccc(N2CCN(c3ncccc3C(F)(F)F)CC2)nc1)c1cccs1,2.33µM*,0.37µM*,40.9,4.6%,4.2%,9.3,-18.6%
Nc1ccc(N2CCN(c3ccccc3)CC2)c(F)c1,0.0%,18.1%,57.4*,-1.1%,0.2%,14.4*,-28.3%
